From PubChem
All columns: NCI-60 one-dose screen, growth in % after 48 h at 10 µM unless noted; 100 = growth as untreated, 0 = no growth, -100 = all killed.
M14 – M14 melanoma. 6.2% of 80,000 active. AID 1794745
SK-MEL-2 – SK-MEL-2 melanoma. 4.7% of 77,000 active
EKVX – EKVX NSCLC; AID 1794765; 3% of 71,000 active
HOP-62 – HOP-62 NSCLC; 3.9% of 80,000 active; AID 1794735
SK-MEL-5 – SK-MEL-5 melanoma | 6.4% of 80,000 active | AID 1794755
HOP-92 – HOP-92 NSCLC cells; 6.3% of 71,000 active; AID 1794738
A549/ATCC – A549/ATCC NSCLC; 3.7% of 81,000 active; AID 1794740
SK-MEL-28 – SK-MEL-28 melanoma; 4.1% of 81,000 active; AID 1794761
* = called active by the depositor; nt = no result given; & = joins results of further samples. How the source made its calls: active means growth percent below 10; inactive means the rest.

Fields: M14 | SK-MEL-2 | EKVX | HOP-62 | SK-MEL-5 | HOP-92 | A549/ATCC | SK-MEL-28
> CC1(C)Oc2cc3oc(=O)ccc3cc2C[C@@H]1OCCN1CCN(c2cccc(F)c2)CC1
→ 100.8 | 111.6 | 92.0 | 109.1 | 91.8 | 66.9 | 102.3 | 97.2
> CCCS(=O)(=O)Nc1ccc(C(=O)/C=C2/C(=O)Nc3ccc(F)cc32)cc1
→ 103.2 | 115.8 | 96.1 | 95.0 | 101.7 | 104.7 | 103.5 | 109.4
> O=C(Oc1c(Cl)c(Cl)c(Cl)c(Cl)c1Cl)Oc1c(Cl)c(Cl)c(Cl)c(Cl)c1Cl
→ 101.0 | 101.7 | 98.1 | 92.9 | 95.4 | 91.5 | 97.2 | 100.2
> COc1cc(-c2n/c(=C\c3c(O)[nH]c4ccc(Cl)cc34)cc3c2=Nc2ccccc2-3)ccc1F
→ 14.0 | 67.8 | 51.6 | 3.2* | 27.6 | -26.3* | -52.2* | 1.5*
> C[C@]12CC[C@@H]3c4ccc5nc6ccccc6cc5c4CC[C@H]3[C@@H]1CCC2=O
→ 67.1 | 89.0 | 69.9 | 75.0 | 29.1 | 81.9 | 60.0 | 78.4
> N#Cc1cnc(N)nc1N
→ 103.9 | 117.6 | nt | 106.8 | 100.0 | nt | 101.3 | 108.5
> Cn1cc(CC2CC(=O)N(c3ccccc3)C2=O)sc1=NC(=O)c1ccccc1 (stereo unspecified)
→ 90.9 | 105.6 | 95.1 | 92.9 | 101.3 | 85.1 | 101.1 | 98.1
> O=C(Nc1ccc2ncnc(Nc3ccc(Oc4cccc(F)c4)c(Cl)c3)c2c1)c1ccc(CNCCO)cc1
→ -45.9* | 94.2 | 47.9 | 54.7 | 73.7 | 62.5 | 48.6 | -44.9*
> CCCCc1ccc(/C=C2\Oc3cc(OS(N)(=O)=O)ccc3C2=O)cc1
→ 96.4 | 91.5 | 88.2 | 75.9 | 89.6 | 98.5 | 83.8 | 99.0
> COc1cccc(N(C(C)=O)c2nc(OC(C)=O)c(C)s2)c1
→ 85.0 | 102.4 | 84.8 | 102.6 | 97.1 | 64.2 | 102.9 | 96.2
> CC(=O)N[C@H](C(=O)N[C@H](Cc1ccccc1)C(=O)N[C@H](CS)C(=O)N[C@H](CCCN=C(N)N)C(=O)N[C@H](CCCN=C(N)N)C(=O)N[C@H](CCCN=C(N)N)C(=O)N[C@H](CCCN=C(N)N)C(N)=O)[C@@H](C)O
→ 108.2 | 114.0 | 105.0 | 113.5 | 104.5 | 83.5 | 103.4 | 102.7
> O=S(=O)(Nc1cccc2cn[nH]c12)c1ccc(Cl)cc1Cl
→ 61.1 | 55.2 | 78.8 | 53.7 | 31.2 | 64.4 | 28.7 | 49.5
> CS(=O)(=O)c1ccc(-n2nc(-c3ccc(Oc4ccccc4)cc3)ccc2=O)cc1
→ 87.8 | 113.0 | nt | 99.9 | 57.4 | 53.5 | 78.5 | 102.0
> O=C1CC(=O)OC(c2ccc([N+](=O)[O-])cc2)O1
→ -64.4* | -40.2* | 47.8 | 26.5 | 18.4 | 36.9 | 33.6 | -17.3*
> CCOC(=O)c1c(NC(=O)c2cccc(C(F)(F)F)c2)sc2c1CCC(=O)/C2=C\N(C)C
→ 86.6 | 91.7 | 77.5 | 87.7 | 86.1 | 64.5 | 91.9 | 88.2
> COc1ccc(NC(=O)c2c(C)[nH]c(-c3nc4ccccc4[nH]3)c2C)cc1
→ 94.0 | 100.4 | 87.2 | 100.5 | 97.1 | 83.6 | 97.8 | 96.7
> CN(CC(=O)C(C(N)=O)c1ccccc1)c1ccccc1 (stereo unspecified)
→ 98.8 | nt | 103.5 | 99.5 | 106.8 | 97.0 | 100.9 | 111.1
> COc1cc(OC)c2sc(-c3ccc(-n4cncc4-c4ccc(OC)c(N)c4)cc3)nc2c1
→ 79.9 | 99.6 | 64.5 | 116.7 | 53.1 | nt | 62.7 | 103.6
> COc1ccc(Nc2ncccc2NC(=O)/C=C/c2ccc(Cl)cc2)cc1
→ 104.4 | 48.0 | 88.9 | 104.1 | 95.3 | 83.6 | 46.0 | 96.9
> CCc1cccc2c3c([nH]c12)C(CC)(CC(=O)O)OCC3 (stereo unspecified)
→ 107.3&93.1 | 119.1&112.4 | 97.6&104.1 | 103.1&92.7 | 92.8&101.7 | 92.7&82.2 | 100.7&105.2 | 113.5&98.4
> CSc1ccc2c(c1)N(C(=O)/C(C#N)=C/c1ccc(C)cc1)c1ccccc1S2
→ 107.1 | 92.1 | 97.8 | 99.8 | 95.3 | nt | 86.3 | 100.1
> COc1ccc(-c2nn(-c3ccccc3)cc2-c2c3c(nn2-c2ccc(Br)cc2)CC(C)(C)CC3=O)cc1
→ 95.0 | 85.1 | 98.9 | 117.3 | 102.1 | 88.2 | 89.8 | 104.5
> O=C1Nc2c(ccc(Cl)c2Cl)/C1=C/c1ccc([N+](=O)[O-])cc1
→ 103.5 | 99.1 | 84.3 | 90.6 | 99.6 | 95.5 | 29.2 | 111.2
> COc1cc2c(c(OC)c1OC)-c1ccc(N)c(=O)cc1[C@@H](NC(C)=O)CC2
→ -21.8* | nt | 51.4 | 46.1 | -54.3* | 31.0 | 21.3 | 61.8
> COc1ccc(/C=C/c2nn3c(-c4cccc(Br)c4)nnc3s2)cc1
→ 94.5 | nt | 106.7 | 105.2 | 100.3 | 104.7 | 98.9 | 100.1
> N#C/C(=C/c1cc(Br)cc(Br)c1O)C(N)=O
→ 95.8 | 99.3 | 100.0 | 99.5 | 95.1 | 119.1 | 95.4 | 109.8
> N#Cc1c(-c2ccc(Cl)cc2)nc(NN=Cc2cccc(Cl)c2)nc1N1CCOCC1
→ 84.6 | 96.5 | 77.7 | 92.7 | 92.5 | 89.3 | 81.9 | 105.5
> CCC(=O)Cc1ccncc1
→ 99.6 | 101.0 | 117.5 | 108.6 | 102.0 | nt | 103.0 | 100.6
> CC12CCC3C4(C)COC(c5cccc([N+](=O)[O-])c5)OC4CCC3(C)C1CC(C1=CCOC1=O)O2 (stereo unspecified)
→ nt | 101.5 | 86.7 | 102.1 | 85.9 | 90.0 | 96.5 | 112.9
> O=C1/C(=C2\SC(=S)N(Cc3ccccc3)C2=O)SC(=S)N1Cc1ccccc1
→ 103.1 | 107.7 | 96.3 | 95.1 | 99.1 | 100.3 | 100.2 | 106.0
> Cc1cc(C)c(N2C(=O)CC(Nc3cccc(C)c3C)C2=O)c(C)c1 (stereo unspecified)
→ 100.5 | 109.8 | 94.8 | 107.2 | 101.4 | 102.1 | 104.3 | 110.0
> CC(=O)c1cc2ccccc2o1
→ 99.5 | 97.9 | 105.9 | 99.7 | 100.5 | 105.9 | 104.5 | 96.6
> CC1=C(C)C(=O)C(Nc2ccc(C)c(C)c2)=C(Br)C1=O
→ 96.5 | 111.7 | 34.2 | 104.2 | 89.1 | 3.5* | 102.8 | 110.5
> O=C(NC(Cc1ccc(O)cc1)C(=O)N=Nc1c(O)[nH]c2ccccc12)c1ccccc1 (stereo unspecified)
→ 94.0 | nt | 97.3 | 93.3 | 92.4 | nt | 99.5 | 108.8
> ClC1=C(Cl)C(Cl)=C(Cl)C1=Cc1ccc(Cl)cc1
→ -47.6* | 99.7 | -22.6* | 47.4 | 100.3 | nt | nt | 116.1
> COc1ccc(-c2c(N)oc3ccc(Cl)cc3c2=O)cc1OC
→ 93.6 | 91.9 | 116.3 | 90.8 | 103.2 | 87.0 | 94.5 | 123.4
> Cc1nc2sc(C(=O)Nc3cccc(Cl)c3)c(N)c2cc1C(O)c1ccccc1 (stereo unspecified)
→ 15.0 | 49.9 | 44.6 | 45.3 | 11.0 | 77.2 | 21.1 | 56.0
> CCOC(=O)Cn1c(-c2ccccc2)cc(-c2ccccc2)c(C#N)c1=O
→ 95.6 | 107.8 | 94.9 | 96.4 | 97.7 | nt | 104.0 | 80.9
> O=c1[nH]c(=O)c2[nH]c(=S)[nH]c2[nH]1
→ nt | 101.9 | 100.5 | 104.2 | 102.6 | 88.4 | 116.0 | 115.8
> CC(=O)c1c(C)nc2ccccc2c1/C=C/c1ccc(C)cc1
→ 113.8 | 80.7 | 78.5 | 91.2 | 41.4 | 72.4 | 77.5 | 92.3
> O=C(NNc1nccc(Nc2ccc(S(=O)(=O)Nc3ccncc3)cc2)n1)C(Cl)(Cl)Cl
→ 100.5 | 98.0 | 100.5 | 106.6 | 108.2 | 94.4 | 94.7 | 105.3
> CC(C)CCC(CC(C)C)=NCC(C)O (stereo unspecified)
→ 112.9 | 101.6 | nt | 98.7 | 102.6 | nt | 97.2 | 116.8
> CC(C)(C)CC(=O)Nc1ccccc1
→ 101.9 | 106.5 | 105.3 | nt | 85.1 | 91.4 | 112.1 | 114.0
> N#CC1(Nc2ccc(S(N)(=O)=O)cc2)CCCC1
→ 104.8 | 98.0 | 115.9 | 104.2 | 105.7 | 94.7 | 108.6 | 116.0
> CN1C(=O)N(C)C2(c3ccccc3)OC(=S)NC12c1ccccc1 (stereo unspecified)
→ 95.7 | 101.8 | 90.8 | 90.1 | 104.4 | 100.8 | 87.5 | 101.6
> COc1ccc(NC(=O)CNc2ccc(-c3nc4ccccc4s3)cc2)cc1
→ 98.5 | 118.4 | 85.0 | 100.4 | nt | 95.8 | 98.9 | 104.9
> N#Cc1c(-c2cccc(Br)c2)n2c(nc1=O)SC(=O)C2=O
→ 105.9 | 110.0 | 126.3 | 85.0 | 104.8 | 104.9 | nt | 110.2
> NS(=O)(=O)c1ccc(Nc2nc(N/N=C/c3c[nH]c4ccccc34)nc(Nc3ccccc3)n2)cc1
→ nt | 67.3 | 67.4 | 63.8 | 39.8 | 61.4 | 78.3 | 45.9
> NC1=NCCO1
→ nt | 105.2 | 99.8 | 92.7 | 99.2 | 68.2 | 91.3 | 106.6
> O=C(NCC1CCCCC1)NCC1CCCCC1
→ 120.6 | 112.9 | 81.6 | 115.9 | 102.0 | nt | 99.7 | 101.7
> Cn1c(=O)c2[nH]c(SC/C(=N/O)c3ccc(Br)cc3)nc2n(C)c1=O
→ 58.8 | 33.6 | 43.2 | 8.6* | 33.4 | -72.9* | 60.4 | 45.6
> C#CC1CC2Cc3c(C)ccc(C)c3N1O2 (stereo unspecified)
→ 100.5 | nt | 107.4 | 103.5 | 104.3 | nt | 100.1 | 108.3
> NC1CCN(Cc2ccccc2)CC1
→ 105.9 | 106.2 | 116.8 | 108.3 | 103.6 | 97.5 | 94.3 | 101.0
> O=C(c1ccc(F)cc1)c1ccc(F)cc1
→ 108.0 | nt | 109.1 | 97.9 | 100.4 | nt | 100.5 | 108.3
> COc1ccc2c(c1)O/C(=C\c1cccc(O)c1)C2=O
→ 101.9 | 99.9 | 92.3 | 97.6 | 99.7 | 94.1 | 104.3 | 106.1
> Nc1nc2c(c(-c3nc(N)nc4c3Cc3ccccc3-4)n1)Cc1ccccc1-2
→ 100.3 | 116.6 | 85.2 | 95.0 | 95.6 | 110.6 | 100.2 | 105.9
> Cc1cc(N2CCN(CC(=O)Nc3ccc4c(ccn4Cc4ccccc4)c3)CC2)nc(N2CCOCC2)n1
→ 90.1 | 93.0 | 74.8 | 91.1 | 83.1 | 45.4 | 73.6 | 91.4
> COc1ccc2c(c1)c(/C=C(\C#N)C(=O)N1c3ccccc3Sc3ccc(SC)cc31)cn2C
→ 95.9 | 104.0 | 77.1 | 81.2 | 99.2 | 88.6 | 99.2 | 106.1
> O=C1CC2(CCCCC2)CC(=O)N1CCc1ccccc1
→ 118.0 | 100.2 | 105.7 | 113.6 | 106.1 | nt | 99.0 | 111.7
> CCCCCN1C=C/C(=C\C(=O)N(C)c2cccc(Cl)c2)c2ccccc21
→ 105.6 | 107.9 | 93.0 | 94.5 | 101.0 | 97.6 | 95.9 | 107.4

(further entries)
Fields: M14 | SK-MEL-2 | EKVX | HOP-62 | SK-MEL-5 | HOP-92 | A549/ATCC | SK-MEL-28
> COc1ccc(CNc2c3ccccc3nc3ccccc23)cc1F
→ 19.9 | 45.1 | 26.1 | 44.5 | 36.5 | nt | 22.8 | 46.7
> O=C1[C@@H]2Cc3c([nH]c4ccccc34)[C@@H](c3ccc(Br)cc3)N2C(=O)CN1C1CCN(Cc2c(Cl)cccc2Cl)CC1
→ 65.3 | 96.2 | 67.7 | 84.2 | 86.0 | 84.2 | 64.0 | 87.0
> Cc1ccc(Nc2cccc3cccc(S(=O)(=O)O)c23)cc1
→ nt | 100.2 | 90.3 | 97.9 | 96.8 | 91.7 | 107.3 | 114.7
> CCCSc1nc(-c2ccc(OCc3ccccc3)cc2)c(C#N)c(=O)[nH]1
→ 99.4 | 44.3 | 68.2 | 100.3 | 50.2 | 52.0 | 68.7 | 105.1
> N#Cc1ccc(C(=O)C[n+]2ccn(CC(=O)Nc3cccc4cccnc34)c2)cc1
→ 95.3 | 99.1 | 79.4 | 100.7 | 96.6 | 69.3 | 106.2 | 106.6

Whole records from above. Screens in order: M14, SK-MEL-2, EKVX, HOP-62, SK-MEL-5, HOP-92, A549/ATCC, SK-MEL-28
Cc1ccc(Nc2cccc3cccc(S(=O)(=O)O)c23)cc1 as listed: nt, 100.2, 90.3, 97.9, 96.8, 91.7, 107.3, 114.7
O=C1[C@@H]2Cc3c([nH]c4ccccc34)[C@@H](c3ccc(Br)cc3)N2C(=O)CN1C1CCN(Cc2c(Cl)cccc2Cl)CC1 as listed: 65.3, 96.2, 67.7, 84.2, 86.0, 84.2, 64.0, 87.0
CCCSc1nc(-c2ccc(OCc3ccccc3)cc2)c(C#N)c(=O)[nH]1 as listed: 99.4, 44.3, 68.2, 100.3, 50.2, 52.0, 68.7, 105.1
COc1ccc(CNc2c3ccccc3nc3ccccc23)cc1F as listed: 19.9, 45.1, 26.1, 44.5, 36.5, nt, 22.8, 46.7
N#Cc1ccc(C(=O)C[n+]2ccn(CC(=O)Nc3cccc4cccnc34)c2)cc1 as listed: 95.3, 99.1, 79.4, 100.7, 96.6, 69.3, 106.2, 106.6
